High-throughput results deposited in PubChem BioAssay by Broad Institute.
Mtb BioA inh – M. tuberculosis BioA enzyme inhibitors, primary screen, biochemical, plate reader, single point, HTS. purified M. tuberculosis BioA enzyme. inhibition, % at 9.99 µM. hit rate 0.096% among 360,000. AID 602481, 2012; in the data active = inhibition above about 40%
An asterisk follows results filed as active. Some of the compounds tested; count on the stated rates, not on these rows.

SMILES	Mtb BioA inh
O=C(c1cccnc1)N1CCCCN2[C@H](CO)[C@H](c3ccc(C#Cc4ccccc4)cc3)[C@H]2C1	1.1
COc1ccc(NC(=O)Nc2ccc3c(c2)C(=O)N([C@@H](C)CO)C[C@@H](C)[C@@H](CN(C)C(=O)Cc2ccccc2)OCCCC[C@@H](C)O3)cc1	-0.7
CCCNC(=O)N1C[C@@H]2[C@H](c3ccccc31)[C@H](CO)N2C(=O)Nc1ccc(F)cc1	21.5
C[C@H](NC(=O)C[C@H]1CC[C@H](NS(=O)(=O)c2cccc(F)c2)[C@H](CO)O1)c1ccccc1	-2.4
C[C@H](CO)N1C[C@H](C)[C@@H](CN(C)C(=O)Nc2ccc3c(c2)OCO3)Oc2ccc(NC(=O)Nc3ccc(F)cc3)cc2CC1=O	-1.3
CN1C(=O)c2cc(NC(=O)Cc3ccccc3)ccc2OC[C@@H]2O[C@@H](CC(=O)NCc3ccc(Cl)cc3)CC[C@@H]21	-0.6
C[C@@H]1CN([C@H](C)CO)C(=O)c2cccc(NC(=O)c3nc4ccccc4s3)c2O[C@H]1CN(C)Cc1ccc(-c2ccccc2)cc1	-0.5
CCCN(C)C[C@@H]1Oc2cc(C#Cc3ccccc3OC)ccc2S(=O)(=O)N([C@@H](C)CO)C[C@@H]1C	3.4
COC(=O)C[C@H]1CC[C@@H](NC(=O)Nc2ccc(C(F)(F)F)cc2)[C@H](CO)O1	-0.4
C[C@@H]1CN([C@H](C)CO)C(=O)c2cc(NC(=O)Nc3ccccc3)ccc2O[C@@H](C)CCCCO[C@H]1CN(C)C(=O)c1ccccc1	0.7

Next section, starting with the last five of the part before.
SMILES	Mtb BioA inh
CN1C(=O)c2cc(NC(=O)Cc3ccccc3)ccc2OC[C@@H]2O[C@@H](CC(=O)NCc3ccc(Cl)cc3)CC[C@@H]21	-0.6
C[C@@H]1CN([C@H](C)CO)C(=O)c2cccc(NC(=O)c3nc4ccccc4s3)c2O[C@H]1CN(C)Cc1ccc(-c2ccccc2)cc1	-0.5
CCCN(C)C[C@@H]1Oc2cc(C#Cc3ccccc3OC)ccc2S(=O)(=O)N([C@@H](C)CO)C[C@@H]1C	3.4
COC(=O)C[C@H]1CC[C@@H](NC(=O)Nc2ccc(C(F)(F)F)cc2)[C@H](CO)O1	-0.4
C[C@@H]1CN([C@H](C)CO)C(=O)c2cc(NC(=O)Nc3ccccc3)ccc2O[C@@H](C)CCCCO[C@H]1CN(C)C(=O)c1ccccc1	0.7
C[C@@H]1CN([C@@H](C)CO)S(=O)(=O)c2ccc(C3=CCCCC3)cc2O[C@H]1CN(C)C(=O)C1CCOCC1	-0.6
COc1ccc(CN(C)C[C@H]2Oc3ccc(NC(=O)Cn4cnnn4)cc3CC(=O)N([C@@H](C)CO)C[C@@H]2C)cc1	14.7
C[C@@H]1CN([C@H](C)CO)C(=O)c2cc(NC(=O)Cn3cnnn3)ccc2O[C@@H]1CN(C)CC1CCCCC1	-2.8
O=C(NC[C@H]1[C@@H](c2ccccc2)[C@@H](CO)N1CC1CCCC1)c1cccnc1	2.9
CCCN1[C@@H]2c3ccc(-c4ccccc4F)c(=O)n3C[C@@H]2[C@@H](CO)[C@@H]1C(=O)N1CCOCC1	-1.4
C[C@H]1CCCCO[C@H](CN(C)C(=O)c2ccccc2)[C@@H](C)CN([C@@H](C)CO)C(=O)c2cc(NS(=O)(=O)c3ccccc3)ccc2O1	-0.6
COc1ccccc1-c1cnc2c(c1)C(=O)N([C@@H](C)CO)C[C@@H](C)[C@H](CN(C)Cc1ccncc1)O2	1.3
CO[C@@H]1CN(C)C(=O)c2ccc(NC(C)=O)cc2OC[C@@H](C)N(C(=O)C2CCC2)C[C@H]1C	-0.4
CCN(C[C@H]1[C@@H](c2ccccc2)[C@H](CO)N1CC1CC1)C(=O)c1ccccn1	-3.2
CCCC#Cc1cnc2c(c1)C(=O)N([C@@H](C)CO)C[C@H](C)[C@@H](CN(C)Cc1ccc(F)cc1)O2	1.5

Copied from the list.
Value of `O=C(NC[C@H]1[C@@H](c2ccccc2)[C@@H](CO)N1CC1CCCC1)c1cccnc1` under Mtb BioA inh: 2.9
Value of `CCCN1[C@@H]2c3ccc(-c4ccccc4F)c(=O)n3C[C@@H]2[C@@H](CO)[C@@H]1C(=O)N1CCOCC1` under Mtb BioA inh: -1.4

(more compounds)
SMILES	Mtb BioA inh
C[C@@H]1CN([C@@H](C)CO)S(=O)(=O)c2ccc(C#Cc3ccc(F)cc3)cc2O[C@@H]1CN(C)C(=O)CN(C)C	0.6
CN(C)C(=O)C[C@H]1CC[C@H]2[C@H](COc3ccc(NC(=O)c4ccc(F)cc4)cc3C(=O)N2C)O1	0.2
C[C@@H]1CN([C@@H](C)CO)C(=O)c2cc(-c3cccc(F)c3)cnc2O[C@@H]1CN(C)C(=O)c1cnccn1	1.3
C[C@@H]1CCCCO[C@H](CN(C)C(=O)CCC(F)(F)F)[C@H](C)CN([C@H](C)CO)C(=O)c2cc(NS(C)(=O)=O)ccc2O1	-1.1
C[C@@H]1CCCCO[C@H](CN(C)C(=O)c2ccccc2)[C@H](C)CN([C@@H](C)CO)C(=O)c2cc(NC(=O)NC3CCCCC3)ccc2O1	1.4
C[C@@H]1CN([C@H](C)CO)C(=O)c2cc(C#CC3(O)CCCC3)cnc2O[C@H]1CN(C)C(=O)Cc1cccnc1	4.2
Cc1ccc(-c2ccc3c(c2)O[C@H](CN(C)C(=O)Nc2ccc(C(F)(F)F)cc2)[C@@H](C)CN([C@H](C)CO)S3(=O)=O)cc1	4.2
Cc1noc(C)c1S(=O)(=O)N(C)C[C@@H]1OCCCC[C@@H](C)Oc2ccc(NS(C)(=O)=O)cc2C(=O)N([C@H](C)CO)C[C@H]1C	-3.5
O=C(CN1CCOCC1)N1CC[C@H]2[C@H](CO)Nc3ccc(-c4ccccc4F)cc3[C@H]21	-0.5
C[C@@H]1CN([C@H](C)CO)C(=O)c2ccccc2-c2ccccc2CO[C@@H]1CN(C)Cc1cccc(F)c1	3.4
Cc1noc(C)c1S(=O)(=O)N(C)C[C@H]1OCCCC[C@H](C)Oc2ccc(NC(=O)NC(C)C)cc2C(=O)N([C@H](C)CO)C[C@@H]1C	0.8
COc1ccccc1C(=O)Nc1ccc2c(c1)C(=O)N(C)[C@H]1CC[C@@H](CC(=O)NCc3ccc(Cl)c(Cl)c3)O[C@H]1CO2	-0.5
CN1CCN(C(=O)C[C@@H]2CC[C@H]3[C@@H](COC[C@H](O)CN3C(=O)Nc3ccc(F)cc3)O2)CC1	-1.2
COc1ccccc1NC(=O)N1C[C@H]2[C@@H](c3ccccc31)[C@H](CO)N2C(=O)C1CCCC1	5.3
COCC(=O)N1[C@H](CO)[C@H](c2ccccc2)[C@@H]1CNC(=O)c1ccccn1	2.8
CO[C@@H](CN(C)S(=O)(=O)c1ccccc1)[C@H](C)CN(Cc1ccccc1Cl)[C@H](C)CO	-1.1
C[C@H]1CN([C@@H](C)CO)C(=O)Cc2cc(NC(=O)Nc3ccc(C(F)(F)F)cc3)ccc2O[C@H]1CN(C)CC1CC1	0.8
C[C@@H]1CN([C@@H](C)CO)C(=O)Cc2cc(NC(=O)Nc3ccc(F)cc3)ccc2O[C@H]1CN(C)C(=O)NC1CCCCC1	2.6
COc1ccc(CN(C)C[C@H]2OCCCC[C@@H](C)Oc3ccc(NC(=O)NC4CCCCC4)cc3C(=O)N([C@H](C)CO)C[C@H]2C)cc1	-2.3
COc1cccc(S(=O)(=O)N2CCCCN3[C@H](CO)[C@@H](c4ccc(C#CC5CC5)cc4)[C@@H]3C2)c1	2.1
C[C@@H]1CN([C@@H](C)CO)C(=O)c2cc(NC(=O)Nc3ccc(C(F)(F)F)cc3)ccc2O[C@@H]1CN(C)S(=O)(=O)c1cn(C)cn1	1.5
Cc1ccc(S(=O)(=O)N(C)C[C@@H]2Oc3c(NS(=O)(=O)c4c(C)noc4C)cccc3C(=O)N([C@H](C)CO)C[C@@H]2C)cc1	4.9
C[C@H](CO)N1C[C@H](C)[C@H](CN(C)C(=O)c2ccccn2)Oc2ncc(C3=CCCCC3)cc2C1=O	-1.0
CNC[C@H]1OCCCC[C@@H](C)Oc2ccc(NC(=O)Nc3ccc(F)cc3)cc2C(=O)N([C@H](C)CO)C[C@H]1C	4.7
C[C@@H]1CN([C@@H](C)CO)C(=O)c2cccc(NS(=O)(=O)c3ccc(Cl)cc3)c2O[C@H]1CN(C)Cc1ccc(C(F)(F)F)cc1	1.1
C[C@@H]1CN([C@H](C)CO)C(=O)c2cc(NC(=O)c3ccncc3)ccc2O[C@H]1CN(C)C(=O)Nc1ccccc1	-1.7
C[C@H](CO)N1C[C@H](C)[C@@H](CN(C)Cc2ccc(Oc3ccccc3)cc2)Oc2ccc(NC(=O)NC3CCCCC3)cc2CC1=O	-2.8
CCC(=O)Nc1ccc2c(c1)OC[C@@H](C)N(CC1CCCCC1)C[C@H](C)[C@H](OC)CN(C)C2=O	-0.9
CCCNC(=O)[C@H]1[C@H](CO)[C@H]2Cn3c(ccc(-c4ccccc4F)c3=O)[C@@H]1N2CCC	-0.7
CC(C)NC(=O)Nc1ccc2c(c1)C(=O)N([C@@H](C)CO)C[C@H](C)[C@@H](CN(C)S(C)(=O)=O)OCCCC[C@H](C)O2	-1.4
COc1ccc(S(=O)(=O)N(C)C[C@H]2Oc3ccc(NC(=O)C4CC4)cc3C(=O)N([C@@H](C)CO)C[C@H]2C)cc1	-0.1
CO[C@@H]1CN(C)C(=O)c2ccc(NC(=O)C3CCCC3)cc2OC[C@@H](C)N(S(=O)(=O)c2ccc(Cl)cc2)C[C@H]1C	-0.8
C[C@@H]1CN([C@@H](C)CO)C(=O)c2cc(NS(=O)(=O)c3ccccc3)ccc2O[C@@H]1CN(C)Cc1ccccc1	2.0
C[C@@H]1CN([C@@H](C)CO)C(=O)c2cc(NS(C)(=O)=O)ccc2O[C@@H](C)CCCCO[C@H]1CN(C)C(=O)Nc1ccc(F)cc1	-0.7
C[C@@H]1CCCCO[C@H](CN(C)S(=O)(=O)c2cn(C)cn2)[C@@H](C)CN([C@H](C)CO)C(=O)c2cc(NS(=O)(=O)c3ccc(Cl)cc3)ccc2O1	-1.9
Cc1ccc(S(=O)(=O)Nc2ccc3c(c2)C(=O)N([C@@H](C)CO)C[C@H](C)[C@@H](CN(C)C(=O)C2CCCCC2)OCCCC[C@@H](C)O3)cc1	4.2
C[C@H]1CN([C@@H](C)CO)C(=O)Cc2cc(NC(=O)Nc3cccc4ccccc34)ccc2O[C@H]1CN(C)Cc1ccc(Cl)c(Cl)c1	1.0
C[C@@H]1CN([C@H](C)CO)C(=O)c2cccc(NC(=O)c3ccc(-c4nccs4)cc3)c2O[C@@H]1CN(C)Cc1ccncc1	-3.4
CO[C@H]1CN(C)C(=O)c2cc(NC(=O)C3CC3)ccc2OC[C@@H](C)N(C(=O)c2ccncc2)C[C@@H]1C	-0.7
C[C@H](CO)N1C[C@H](C)[C@H](CN(C)Cc2ccccc2)Oc2ccc(NC(=O)Cn3cnnn3)cc2CC1=O	2.7
C[C@@H]1CN([C@H](C)CO)C(=O)c2cccc(NC(=O)C3CC3)c2O[C@H]1CN(C)C	-2.6
C[C@@H]1CN([C@H](C)CO)C(=O)c2cccc(NC(=O)C3CC3)c2O[C@H]1CN(C)C(=O)NC1CCCCC1	-4.4
O=C(C[C@@H]1C=C[C@@H](NC(=O)c2ccc3c(c2)OCO3)[C@H](CO)O1)NCc1ccc(Oc2ccccc2)cc1	-3.0
C[C@H](CO)N1C[C@H](C)[C@@H](CN(C)C(=O)Cc2cccnc2)Oc2ncc(C#Cc3ccccc3F)cc2C1=O	2.3
CS(=O)(=O)Nc1ccc2c(c1)[C@@H]1C[C@@H](CC(=O)N3CCc4ccccc4C3)O[C@H](CO)[C@@H]1O2	0.6
CO[C@H]1CN(C)C(=O)c2cc(NC(C)=O)ccc2OC[C@@H](C)N(C(=O)c2ccc(F)cc2)C[C@H]1C	0.8
Cc1noc(C)c1NC(=O)Nc1ccc2c(c1)C(=O)N([C@H](C)CO)C[C@H](C)[C@@H](CN(C)C(=O)Nc1cccc3ccccc13)O2	1.1
Cc1ccc(S(=O)(=O)Nc2ccc3c(c2)CC(=O)N([C@@H](C)CO)C[C@H](C)[C@H](CN(C)C(=O)Nc2ccc(F)cc2)O3)cc1	-1.1
CN1CCN(C(=O)C[C@@H]2C[C@H]3c4cc(NC(=O)Nc5ccc(F)cc5)ccc4O[C@H]3[C@@H](CO)O2)CC1	-0.9
C[C@H](CO)N1C[C@H](C)[C@H](CN(C)S(=O)(=O)c2ccc(F)cc2)Oc2ccc(NS(=O)(=O)c3ccccc3)cc2CC1=O	-1.2

The results go on:
SMILES	Mtb BioA inh
CCC(=O)N(C)C[C@H]1Oc2ncc(C#Cc3ccccc3OC)cc2C(=O)N([C@@H](C)CO)C[C@H]1C	-7.0
O=C([C@@H]1[C@@H](CO)[C@@H]2Cn3c(cccc3=O)[C@@H]2N1CC1CC1)N1CCc2ccccc2C1	0.7
CC(=O)N(C)C[C@H]1Oc2cc(-c3ccc(F)cc3)ccc2S(=O)(=O)N([C@@H](C)CO)C[C@@H]1C	8.6
CCNC(=O)C[C@H]1CC[C@@H]2[C@H](COC[C@H](O)CN2Cc2ccccc2F)O1	-2.5
COc1ccc(-c2cnc3c(c2)C(=O)N([C@@H](C)CO)C[C@H](C)[C@@H](CN(C)C(=O)C2CCOCC2)O3)cc1	2.4
CO[C@H]1CN(C)C(=O)c2cc(NC(=O)C3CC3)ccc2OC[C@@H](C)N(C(=O)c2ccccc2)C[C@@H]1C	0.5
COc1ccc(CNC(=O)C[C@@H]2C[C@@H]3c4cc(NC(=O)CN(C)C)ccc4O[C@@H]3[C@@H](CO)O2)cc1	0.1
